# Screens as filed in PubChem BioAssay.
# APJ agonist: agonists of human apelin receptor APJ, primary screen, CHO-K1 cells, PathHunter beta-arrestin, luminescence; activation, % at 20 µM; 0% DMSO wells, 100% apelin; P35414; 0.11% of 330,000 active;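 active = activation more than six SD over the plate average, tested at 20 µM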;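 note: 0% = DMSO alone and 100% = apelin-13 at 10 nM; some results filed as inactive read as strong as hits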
#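 system = engineered CHO-K1 APJ arrestin reporter cells | input = 1000 cells per well | timing = overnight seeding, 90 min compound at 25 °C, 1 h detection | measured by = enzyme-fragment complementation luminescence | read-out = beta-arrestin recruitment to APJ as agonist activity, luminescent signal | control set = negative DMSO alone, positive Apelin-13 at 10 nM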
# Mdm2 MdmX PPI: inhibitors of human Mdm2-MdmX association, primary screen, cell-based, luminescence, split luciferase, SaOS-2, uHTS; Protein Mdm4 (Homo sapiens) + E3 ubiquitin-protein ligase Mdm2 (Homo sapiens), …; SaOS-2 split-luciferase Mdm2/MdmX complementation; inhibition, % at 8 µM; 3% of 330,000 active;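 active = inhibition of at least 50% at 8 µM in the primary screen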
# CCR6 antag: CCR6 receptor antagonists, primary screen, cell-based, CHO-K1, luminescence, beta-arrestin, uHTS | CHO-K1 CCR6 PathHunter beta-arrestin, CCL20-stimulated | inhibition, % at 20 µM | 0.49% of 340,000 active | AID 493098, 2011;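 active = compounds whose inhibition of the agonist-driven luminescence signal at 20 µM reaches about 50%, limit read from the data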;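 note: cells stimulated with CCL20 at 14 nM final; plate controls were DMSO with CCL20 for no effect and DMSO without agonist for full effect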
# Target sequence (P51684 whole entry, looked up): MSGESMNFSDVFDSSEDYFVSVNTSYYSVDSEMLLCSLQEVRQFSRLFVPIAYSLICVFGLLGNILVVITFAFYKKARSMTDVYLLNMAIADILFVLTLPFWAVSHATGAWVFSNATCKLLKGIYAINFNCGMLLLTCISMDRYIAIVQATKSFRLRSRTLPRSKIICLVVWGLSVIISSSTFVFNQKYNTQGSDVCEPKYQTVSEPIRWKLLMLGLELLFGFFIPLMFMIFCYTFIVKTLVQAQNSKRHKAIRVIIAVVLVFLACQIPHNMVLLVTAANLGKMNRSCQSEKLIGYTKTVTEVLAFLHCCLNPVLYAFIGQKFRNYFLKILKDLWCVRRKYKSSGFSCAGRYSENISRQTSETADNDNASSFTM
# CHOP UPR activ: activators of apoptotic CHOP UPR arm, primary screen, cell-based, CHO-CHOP luciferase reporter, luminescence, uHTS. activation, % at 10 µM. UPR activation; percent of tunicamycin response over DMSO baseline. 0.34% of 330,000 active;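 active = at 10 µM dose, activation of 40% or more, normalized to positive control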;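 note: 100% = tunicamycin at 10 µg/mL and 0% = DMSO alone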
#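 Test system: CHO CHOP reporter cells. Input: 500 CHO-CHOP cells per well. Medium: F12 with 10% FBS. Technique: luciferase luminescence. Measure: percent activation relative to tunicamycin control. Dosing: 10 µM compound, 0.5% DMSO. Timing: 16-18 h cell attachment, then 6 h compound exposure, 37 °C.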
# tim23-1 inh: growth inhibitors of tim23-1 mutant yeast, primary screen, luminescence, uHTS. S. cerevisiae tim23-1 growth, BacTiter-Glo luminescence, 24 h. inhibition, % at 20 µM. 1.3% of 330,000 active. AID 463212, 2010;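 active = growth inhibition of the mutant yeast at or above 50%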;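 note: temperature-sensitive mutant grown at 25 °C; plate controls were DMSO-treated mutant yeast for no effect and medium wells lacking yeast for full effect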
# XBP1 UPR activ: activators of adaptive XBP1 UPR arm, primary screen, cell-based, CHO-XBP1 luciferase reporter, luminescence, uHTS; IRE1-XBP1 UPR activation; percent of tunicamycin response, DMSO as zero; activation, % at 20 µM; 0.33% of 330,000 active; AID 463104, 2010;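 active = versus positive control, 20 µM dose yields 30% or more activation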;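 note: 100% = tunicamycin at 10 µg/mL and 0% = DMSO only wells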
#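 Material: CHO cell line with stable XBP1 luciferase reporter; buffer or medium: F12 medium containing 10% fetal bovine serum; compound: single point, 20 µM final compound, 1% DMSO; incubation: 6 h treatment, 37 °C; measured by: glow luminescence from Steady-Glo reagent; evaluation: activation, % of tunicamycin; control set: tunicamycin high, DMSO low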
# CXCR6 inh: CXCR6 receptor inhibitors, primary screen, cell-based, beta-arrestin, luminescence, CHO-K1 PathHunter, 1536-well. C-X-C chemokine receptor type 6 (Homo sapiens), O00574. inhibition, % at 20 µM. 0.36% of 360,000 active. AID 602244, 2012; in the data active = inhibition above about 34%, passing the limit was not always enough;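 note: antagonist mode with CXCL16 agonist at 10 nM final; 0% = 10 nM CXCL16 with DMSO and 100% = unstimulated wells without agonist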
# Target sequence (O00574 whole entry, looked up): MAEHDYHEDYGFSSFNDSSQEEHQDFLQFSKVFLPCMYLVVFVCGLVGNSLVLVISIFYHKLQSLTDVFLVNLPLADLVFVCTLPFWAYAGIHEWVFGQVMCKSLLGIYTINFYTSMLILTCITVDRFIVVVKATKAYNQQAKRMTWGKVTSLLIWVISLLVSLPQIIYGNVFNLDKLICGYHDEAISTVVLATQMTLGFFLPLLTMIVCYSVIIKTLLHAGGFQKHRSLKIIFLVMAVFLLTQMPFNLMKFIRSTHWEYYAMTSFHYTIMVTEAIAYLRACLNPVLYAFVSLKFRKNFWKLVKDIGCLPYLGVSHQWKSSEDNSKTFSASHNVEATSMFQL
# EBI2 block: EBI2 receptor antagonists, beta-arrestin recruitment, primary screen, cell-based, luminescence, 7a,25-OHC stimulation, uHTS; G-protein coupled receptor 183 (Homo sapiens), P32249; 0.81% of 360,000 active; 7a,25-OHC stimulated; inhibition, % at 5 µM; in the data active = inhibition above about 38%;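 note: enzyme fragment complementation signal reports receptor beta-arrestin coupling in cells; 0% = agonist plus DMSO wells and 100% = wells without agonist; some results beyond the cut were filed as inactive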
# Target sequence (P32249 whole entry, looked up, the tested form may be a part): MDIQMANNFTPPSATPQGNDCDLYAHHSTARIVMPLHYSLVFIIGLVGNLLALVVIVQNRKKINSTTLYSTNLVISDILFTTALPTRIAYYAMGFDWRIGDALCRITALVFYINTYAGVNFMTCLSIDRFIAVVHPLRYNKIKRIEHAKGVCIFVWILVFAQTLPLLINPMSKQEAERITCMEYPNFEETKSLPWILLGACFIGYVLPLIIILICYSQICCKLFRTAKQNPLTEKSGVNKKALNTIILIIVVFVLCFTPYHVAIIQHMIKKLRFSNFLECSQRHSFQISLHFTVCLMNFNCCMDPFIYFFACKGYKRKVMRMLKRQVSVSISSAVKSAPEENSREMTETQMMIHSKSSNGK
# APJ antagonist: antagonists of human apelin receptor APJ, primary screen, CHO-K1 cells, beta-arrestin complementation, luminescence; 0.32% of 330,000 active; P35414; inhibition, % at 20 µM;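 active = inhibition above about 40% at 20 µM, limit read from the data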;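 note: cells challenged with 10 nM apelin-13 agonist together with compound; plate controls were apelin-13 plus DMSO wells for no effect and DMSO wells lacking apelin-13 for full effect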
# Active calls of the source: *; / = not tested or not shown. Not all compounds are listed; count on the stated rates, not on these rows.
# Every second line gives: APJ agonist	Mdm2 MdmX PPI	CCR6 antag	CHOP UPR activ	tim23-1 inh	XBP1 UPR activ	CXCR6 inh	EBI2 block	APJ antagonist
O=C(/C=C/c1ccco1)N1CCN(c2ccc(F)cc2)CC1
  -5	-1	4	-0.9	1	1	-2	4	-13
Clc1cccc(-c2ccc(/C=N/n3cnnc3)o2)c1
  -2	20	0	-0.6	11	3	1	-8	-18
COc1ccc(N(C(=O)c2ccco2)C(C(=O)NC2CCCC2)c2ccco2)cc1OC (stereo unspecified)
  -1	-1	13	0.0	13	2	-2	-6	5
CC(C)=C1C2CCC1C1C(=O)N(NC(=O)COc3ccc(C(C)(C)C)cc3)C(=O)C21 (stereo unspecified)
  -1	2	-3	1.9	26	0	-6	-5	-4
O=C(N=c1ccn(-c2nc3ccccc3nc2NS(=O)(=O)c2ccccc2)cc1)c1cccs1
  -1	6	4	0.8	-15	-3	-4	-3	-4
CCCN(CC1CC1)S(=O)(=O)c1ccc(S(N)(=O)=O)cc1
  -2	-12	-2	-2.1	15	0	2	-1	10
COc1ccc(OC)c(NC(=O)CSc2ccc3nnc(-c4cccnc4)n3n2)c1
  4	-22	-2	-0.2	25	-1	-3	-1	-1
COc1ccc(C(CNC(=O)COc2c(C)cc(C)cc2C)N2CCOCC2)cc1 (stereo unspecified)
  -8	-15	2	0.1	0	-2	8	3	5
CN1CCN(C(=S)c2ccc(-c3cccc([N+](=O)[O-])c3)o2)CC1
  -2	-69	5	3.6	-2	1	-7	3	-10
c1ccc(-c2nc(N3CCCCC3)nc3ccccc23)cc1
  -2	-17	-1	0.5	16	0	5	4	0
O=C(CCCOc1ccc(Br)cc1)NCCc1ccc(OC(F)F)cc1
  0	-2	18	9.4	18	0	0	12	3
COc1ccccc1NS(=O)(=O)c1cc(C(=O)NCC(c2ccco2)N(C)C)ccc1C (stereo unspecified)
  1	26	2	1.1	16	-3	2	-9	9
Cc1ccc([N+](=O)[O-])cc1S(=O)(=O)N1CCN(C)CC1
  -1	19	0	-1.5	3	0	6	-12	-8
Cc1cc(C)nc(NC=C2C(=O)OC(C)(C)OC2=O)n1
  1	19	-8	-2.1	-7	0	-1	-12	2
COc1ccc(CCCc2nnc(SCC(=O)Nc3nc(C)cs3)n2C)cc1C
  2	13	14	-2.3	1	-1	0	5	5
COc1ccc(C(=O)NC2CC(C)(C)NC(C)(C)C2)cc1OC
  -4	11	-7	0.2	-11	-2	-8	5	-14
COc1ccc(NC(=S)Nc2ccc(N)c([N+](=O)[O-])c2)cc1
  -5	-46	31	3.2	7	5	24	25	27
CN(C)CCCNC(=O)c1ccccc1Oc1ccccc1
  -4	-6	4	2.4	8	0	0	-1	-3
O=C(NCc1ccc2c(c1)OCO2)C1CCN(c2ncccn2)CC1
  -4	13	-5	0.5	9	-1	-2	7	18
COc1ccc(OC)c(CNc2ccc3c(c2)CCC3)c1
  -4	-2	16	3.0	13	-3	3	-2	-3
COC(=O)c1ccccc1NC(=S)NC(NC(=O)COc1ccccc1)C(Cl)(Cl)Cl (stereo unspecified)
  -5	36	12	-2.6	8	-1	6	-8	7
Cc1cc(NC(=O)CSc2nc3cc4c(cc3c(=O)n2CCc2ccccc2)OCO4)no1
  -3	26	3	4.2	-20	4	-3	23	7
COc1ccc(N2CCN(S(=O)(=O)CCNC(=O)COc3ccc(Cl)cc3)CC2)cc1
  -3	25	8	-0.5	9	-1	-3	38	7
CCN1C(=O)[C@H]2[C@H]3CN=C(SCc4ccc(C)cc4)N3[C@@](Cc3ccccc3)(C(=O)OC)[C@H]2C1=O
  /	-2	29	2.5	37	4	0	0	/
COc1ccc(-n2c(Cc3cccn3C)nnc2SCC(=O)NC2CCCC2)cc1
  -3	-18	4	0.6	18	0	4	5	-51
CCCCCCCCC(=O)N/N=C(\C)c1cccnc1
  -4	5	-14	-0.5	-4	1	-6	7	1
CC1(C)NC(=O)NC2(C)NC(=O)NC(C)(C)C12 (stereo unspecified)
  -5	-11	17	8.1	7	0	-1	1	7
Cc1ccc(C(C)C)c(OCC(=O)NNC(=O)Cn2[nH]c(=O)c3ccccc3c2=O)c1
  -6	-2	18	-0.9	10	-1	9	14	0
Nc1ccc2c(c1)C(=O)N(CCCCCC(=O)O)C2
  -3	-24	-2	-1.5	6	-1	-10	1	6
O=C(NNC(=O)c1ccccc1[N+](=O)[O-])c1cccs1
  -5	4	9	3.2	8	5	4	-3	10
COCCn1c(-c2ccc(OC)cc2)cnc1N
  -4	5	19	1.2	-6	1	6	-6	-1
O=C(CC12CC3CC(CC(Br)(C3)C1)C2)Nc1cccc(S(=O)(=O)NC2=NCCC2)c1
  2	-1	5	-1.5	5	1	3	7	-11
CC1=C(C(=O)Nc2ccccn2)C(c2ccc3c(c2)OCO3)C2=C(CC(C)(C)CC2=O)N1 (stereo unspecified)
  -2	0	11	1.5	10	0	-2	-1	-30
Cn1c2ccccc2c(=O)c2ccc(C#CC3(N)CCCCC3)cc21
  1	36	10	2.1	33	0	0	18	-6
C[C@H](CO)N1C[C@H](C)[C@@H](CN(C)S(=O)(=O)c2ccccc2)Oc2ccc(NC(=O)C3CCCCC3)cc2C1=O
  -3	-1	6	-1.9	1	-4	-6	-10	8
O=C(CCS(=O)(=O)c1cc2c(cc1Cl)NC(=O)CO2)NCc1ccccc1
  -4	-3	4	2.8	-4	0	0	12	2
CC(C)(C)OC(=O)N1CCN(C(=O)Nc2ccc3c(c2)OCCO3)CC1
  0	17	-7	-0.2	7	0	-3	2	-4
Cc1ccc(C(=O)N(CCCN(C)C)c2nc3ccc(Cl)cc3s2)cc1C
  -4	41	23	2.0	11	2	-14	-13	7
O=C(N=C1SC2CS(=O)(=O)CC2N1c1cc(Cl)ccc1Cl)C1CC1 (stereo unspecified)
  -2	0	2	1.5	1	-9	1	-3	11
COc1ccc(S(N)(=O)=O)cc1C(=O)OCC(=O)N1CCCC(C)C1 (stereo unspecified)
  -2	10	-12	0.2	6	-4	2	-17	3
CCOC(=O)c1sc(C)c2c(=O)n(Cc3ccc(Cl)cc3)c(C)nc12
  0	30	13	2.1	19	-1	16	0	-3
C/C(CC(=O)Nc1ccc(OCc2ccccc2)cc1)=N\NC(=O)C(=O)Nc1ccccc1C
  -1	22	7	2.6	15	1	10	-13	-17
CCCc1nc2nc(C)c(NS(=O)(=O)c3ccc(Cl)cc3)c(=O)n2[nH]1
  -2	14	4	0.6	5	5	5	8	13
O=C(Nc1ccc2c(c1)CCC2)C1CCN(c2ncccn2)CC1
  3	11	-2	-0.9	15	0	-2	11	11
COc1ccc(C(=O)NCc2nnc(SCCOc3ccccc3)n2C)cc1
  -3	15	4	1.9	21	-1	6	-5	6
Cc1onc(-c2c(F)cccc2Cl)c1C(=O)Nc1sc2c(c1C#N)CCC(C(C)(C)C)C2 (stereo unspecified)
  -1	45	16	1.6	2	1	14	-1	9
O=C(O)c1ccccc1C(=O)Nn1cnnc1
  1	-16	3	-2.0	0	-4	2	-31	-1
Cc1ccc(Nc2nc(N)nc(CSc3nnc(C)s3)n2)cc1
  -3	-7	0	4.1	21	3	-5	-3	9
Cc1cccc(N2CCN(C(=O)Cn3sc4nc(C)cc(C)c4c3=O)CC2C)c1 (stereo unspecified)
  8	20	72*	22	-2	-4	8	7	6
NC(=O)c1nnsc1-c1ccc(-c2snnc2C(N)=O)cc1
  -1	10	5	0.0	-6	0	-10	2	-5
CCOC(=O)N1CCN(C2CCCN(C(=O)c3ccccc3C(F)(F)F)C2)CC1 (stereo unspecified)
  1	1	10	-0.5	1	-4	4	-5	8
Cc1ccc(NC(=O)CN(C)C(=O)COC(=O)/C=C/c2cccs2)cc1
  -1	-7	0	0.4	-3	-3	-3	-1	11
Cc1cccc(OCCc2nnc(N)s2)c1C
  1	20	8	-0.4	-2	0	5	1	-5
COc1ccc2ncn(-c3ccccc3)c2c1
  -3	63*	-4	-1.0	-6	1	-2	-8	5
Cc1ccc(S(=O)(=O)N(C)c2ccc(C(=O)NCc3ccccn3)cc2)cc1
  1	-14	21	-0.3	21	1	-4	6	13
CCc1cc(=O)[nH]c(SCC(=O)Nc2ccc3c(c2)OCCO3)n1
  6	16	9	-1.1	14	-4	6	-2	17
C/C(=N\NC(=O)OC(C)(C)C)c1ccc[nH]1
  -4	-29	4	2.8	12	-3	-9	-3	-17
COc1ccc(SC[C@H](Cc2ccccc2)N2CCN(C)CCC2=O)cc1
  5	15	3	-0.5	17	1	2	-2	4
Cc1nn(C)cc1S(=O)(=O)Nc1ccc(C(F)(F)F)cc1
  9	10	-11	0.0	6	1	-18	-11	-6
Cc1ccccc1-c1nnc(SC(C)C(=O)NC2CCCC2)o1 (stereo unspecified)
  7	-13	3	-2.5	15	-1	-3	0	-13

# Sorted by value in CCR6 antag (rising): some entries from above
SMILES	CCR6 antag
C/C(=N\NC(=O)OC(C)(C)C)c1ccc[nH]1	4
CCOC(=O)N1CCN(C2CCCN(C(=O)c3ccccc3C(F)(F)F)C2)CC1 (stereo unspecified)	10
Cc1ccc(S(=O)(=O)N(C)c2ccc(C(=O)NCc3ccccn3)cc2)cc1	21

# Next part:
# Every second line gives: APJ agonist	Mdm2 MdmX PPI	CCR6 antag	CHOP UPR activ	tim23-1 inh	XBP1 UPR activ	CXCR6 inh	EBI2 block	APJ antagonist
CNC[C@H](O)c1ccc(O)c(O)c1
  7	9	1	-1.1	-2	-6	-6	-15	-1
COc1cccc(NC(=O)c2cc3ccccc3oc2=O)c1
  1	-36	7	-5.8	15	-10	-5	11	9
Cc1cc(-c2cc(C(=O)NC3CCCC3)on2)nc(NC2CCCC2)n1
  6	-6	4	3.2	13	0	5	-5	-13
CCN(CC)C(=O)c1sc(NC(=O)c2ccc(OC)c([N+](=O)[O-])c2)c(C#N)c1C
  -3	7	/	1.7	3	-2	/	/	-15
CCOC(=O)c1cc2c(N)c(C(=O)c3cc(C#N)c(SC)nc3C)sc2nc1C
  1	50*	14	6.8	24	8	3	28	23
O=C(NC1CCCN(Cc2ccc(Cl)cc2)C1)c1c(F)ccc(F)c1F (stereo unspecified)
  -2	-17	6	0.8	20	-7	2	3	2
